# Source: PubChem (National Center for Advancing Translational Sciences (NCATS))
# PNC assembly inh = blocks assembly of the perinucleolar compartment; PC3M PTB-GFP, PNC prevalence imaging, 16 h; stronger effect = lower value; activity change (PNC), negative = inhibition, % at 10 µM; actives 3.1% (n = 140,000);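 active = readout at or below -70, meaning at least 70% loss of cells showing the perinucleolar compartment, a nuclear body marking cancer cells; inconclusive = readout between -30 and a set limit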;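 also: plate controls were DMSO wells for no effect and camptothecin positive control wells for full effect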
#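 PC3M cells stably expressing PTB-GFP, 750–1000 cells/well, treated 16 h at 37 °C with compound (23 nl of library stock), in duplicate. After paraformaldehyde fixation and Hoechst stain, imaged at 20x; PNC prevalence scored by image analysis.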
# 15-hLO-2 inh = 15-hLO-2 (ALOX15B) enzyme inhibition | O15296 | purified 15hLO-2, xylenol orange hydroperoxide absorbance | Potency, µM (top dose mostly 57.1 µM), for the others: top-dose activity change, negative = inhibition, most hits filed as inhibitors | actives 0.56% (n = 110,000); also: potency is read from the fitted curve at half-maximal effect; nearly all actives have a fitted effect of over 60% in size; many of its hits are not listed in these tables
# Target sequence (O15296 whole entry, looked up): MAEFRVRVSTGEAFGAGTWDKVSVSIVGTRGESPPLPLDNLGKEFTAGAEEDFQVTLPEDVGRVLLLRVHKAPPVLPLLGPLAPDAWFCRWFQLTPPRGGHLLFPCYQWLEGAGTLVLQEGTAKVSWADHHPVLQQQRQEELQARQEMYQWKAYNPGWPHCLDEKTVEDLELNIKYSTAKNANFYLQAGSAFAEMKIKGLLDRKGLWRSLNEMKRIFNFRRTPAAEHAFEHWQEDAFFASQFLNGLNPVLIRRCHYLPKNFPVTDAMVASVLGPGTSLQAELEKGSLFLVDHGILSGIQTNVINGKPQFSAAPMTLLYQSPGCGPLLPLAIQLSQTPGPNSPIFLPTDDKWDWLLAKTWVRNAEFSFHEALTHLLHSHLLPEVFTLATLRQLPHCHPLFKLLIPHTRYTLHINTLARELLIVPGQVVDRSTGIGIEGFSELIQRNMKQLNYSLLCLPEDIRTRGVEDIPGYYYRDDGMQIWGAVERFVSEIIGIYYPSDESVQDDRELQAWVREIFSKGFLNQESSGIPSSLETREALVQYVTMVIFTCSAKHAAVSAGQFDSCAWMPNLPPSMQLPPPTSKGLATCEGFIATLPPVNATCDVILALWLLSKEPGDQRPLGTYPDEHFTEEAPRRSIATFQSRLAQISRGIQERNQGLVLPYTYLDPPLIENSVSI
#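 Purified human 15hLO-2 (50 nM) preincubated 15 min with compound, then 45 uM arachidonic acid for 90 min at RT in 25 mM Hepes pH 7.5, 0.01% Triton X-100. Hydroperoxide detected by Fe-xylenol orange; 573/405 nm absorbance ratio.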
# 12-hLO inh = inhibitors of human 12-lipoxygenase (ALOX12); purified 12-hLO, xylenol orange hydroperoxide absorbance; Potency, µM (doses to about 57.1 µM), for inactives: at the top dose activity change, negative = inhibition, most hits filed as inhibitors; actives 0.12% (n = 150,000); also: potency is read from the fitted curve at half-maximal effect; nearly all actives have a fitted effect of over 55% in size; many of its hits are not listed in these tables
#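 Purified human 12hLO (150 nM final) was preincubated with compounds for 15 min at room temperature in 25 mM Hepes pH 7.0, 0.01% Triton X-100, then reacted with 40 uM arachidonic acid for 30 min. Hydroperoxide was detected with ferrous iron/xylenol orange.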
# IMPase inh = membrane-permeable compound that blocks inositol monophosphatase; P97697; AID 901; inhibition (IP1 accumulation), % at 46.1 µM; 120,000 tested, under 10 active; CHO-M1 cells, IP1 accumulation, HTRF TR-FRET ratio; active = well fitted curve in the direction sought with a large enough effect in the signal ratio, not every such curve was filed as active; inconclusive = small, poorly fitted or top-dose-only effect, or a change in a side signal; inactive = no such curve, though single readings can be large or run the other way; the % refers to the signal ratio;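 also: cells stimulated with carbachol in lithium chloride buffer; plate controls were DMSO basal wells for no effect and reference inhibitor wells for full effect; higher means more IMPase inhibition seen as more IP1 and lower FRET ratio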
# Target sequence (P97697 whole entry, looked up): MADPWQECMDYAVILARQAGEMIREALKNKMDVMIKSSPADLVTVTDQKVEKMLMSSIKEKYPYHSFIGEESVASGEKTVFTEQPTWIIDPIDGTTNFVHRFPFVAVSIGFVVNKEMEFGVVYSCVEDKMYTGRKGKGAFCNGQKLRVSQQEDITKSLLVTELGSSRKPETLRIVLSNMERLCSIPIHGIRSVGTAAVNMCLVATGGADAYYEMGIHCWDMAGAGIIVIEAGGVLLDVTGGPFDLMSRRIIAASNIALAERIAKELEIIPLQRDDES
#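 In this qHTS, compounds (final up to 46 uM) act on CHO-M1 cells that are then activated through the M1 receptor with carbachol, in pH 7.4 buffer containing 50 mM LiCl, for 30 min. IP1 accumulation is quantified by the IP-One immunoassay.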
# The depositor's hits bear a star; ? = inconclusive; nt = no result given; [ ] = dose if it differs, or a comment. Unless noted, calls follow the shape of the dose curve; as a rule, active = well fitted curve in the direction sought with a large enough effect; inconclusive = small, poorly fitted or top-dose-only effect, or another doubt; inactive = no such curve, though single readings can be large; an effect the other way counts as inactive or inconclusive. Unless noted, % is scaled to controls: 0 for no effect and ±100 for the full control effect. Only part of the results is shown; count on the stated rates, not on these rows.
SMILES,PNC assembly inh,15-hLO-2 inh,12-hLO inh,IMPase inh
C[C@@H](N)[C@@H](C)Cc1ccccc1,nt,6%[11.4 µM],2%[11.4 µM],nt
O=C(/C=C/Sc1ccccc1)c1ccc(Cl)cc1,-17,-7%,-7%,-3
O=C(c1ccco1)N1CCN(C2=NS(=O)(=O)c3ccccc32)CC1,?,-1%,1%,-6
COc1ccc(-c2ccc(-c3nc4c(c(=O)[nH]c(=O)n4Cc4ccccc4)n3C)o2)c([N+](=O)[O-])c1,-8,nt,-1%,nt
CSC1=C(C#N)C(c2ccc(C)s2)CC(=O)N1 (stereo not given),34,2%,2%,-4
C#CCOC(=O)CCC(=O)Nc1cc(OC)nc(OC)n1,-2,-4%,-4%,-2
COc1ccc(-n2c(C)cc(/C=C3/SC(=S)N(C)C3=O)c2C)cc1,?,nt,1%,nt
CCOc1ccc(-n2c(SCC(=O)NC(C)CC)nc3n[nH]c(C)c3c2=N)cc1 (stereo not given),?,-4%,-9%,?
CC[C@H](/C=C/[C@@H](C)[C@H]1CC[C@H]2C3CC=C4C[C@@H](O)CC[C@]4(C)C3CC[C@]12C)C(C)C (stereo not given in full),nt,-3%,-4%,0
O=C(NS(=O)(=O)Oc1ccc(Cl)cc1)OC[C@@H]1CCCN2CCCC[C@H]12,-16,nt,-1%,nt
COCCCNC(=O)c1ccc(C(=O)NCCCOC)cc1,15,3%,-4%,4
CSc1ncc(Cl)c(C(=O)Nc2cccc3ccccc23)n1,4,nt,0%,7
CC(=O)c1c(C)n([O-])c2cc(C)ccc2[n+]1=O,7,-6%,-9%,3
CCOCCn1c(CN2CCC(C)CC2)nc2c1c(=O)n(C)c(=O)n2C,63,nt,0%,nt
Cc1ccc(CN2CC(C(=O)Nc3nnc(SCc4c(Cl)cccc4Cl)s3)CC2=O)cc1 (stereo not given),10,nt,5%,-7
COc1ccc(C2N3CC4(C)CN2CC(C)(C3)C4O)cc1OC (stereo not given),330,nt,38%,14
CC(C)C(=O)Nc1ccc(C(=O)NNC(=S)NC(=O)c2cccs2)cc1,37,nt,0%,nt
COC(=O)c1cn(NC(=O)C2CCC(C)CC2)c(=O)c2ccccc12 (stereo not given),-8,-5%,9%,-16
O=S(=O)(c1ccccc1)N1c2cc(Cl)ccc2Oc2nc3ccccc3nc21,254,nt,14%,-2
O=C(NNC(=O)c1cccs1)c1ccc(Br)o1,25,nt,-1%,nt

# Random excerpt: two compounds from above
SMILES,PNC assembly inh,15-hLO-2 inh,12-hLO inh,IMPase inh
Cc1ccc(CN2CC(C(=O)Nc3nnc(SCc4c(Cl)cccc4Cl)s3)CC2=O)cc1 (stereo not given),10,nt,5%,-7
CCOCCn1c(CN2CCC(C)CC2)nc2c1c(=O)n(C)c(=O)n2C,63,nt,0%,nt

# Carrying on:
SMILES,PNC assembly inh,15-hLO-2 inh,12-hLO inh,IMPase inh
O=C(COc1ccc(Cl)cc1Cl)Nc1nc2n(n1)C(c1ccccc1)CC(=O)N2 (stereo not given),1,0%,-6%,3
Cc1cc(C)c(NC(=O)CN2C(=O)NC3(CCCCC3)C2=O)c(C)c1,3,-3%,-3%,1
Brc1ccc2ncnc(NCc3ccccc3)c2c1,6,14%,-2%,?
Cc1ccc(-n2c(C)cc(-c3csc(N)n3)c2C)cc1,30,nt,-9%,nt
Cc1ccc(-n2ncc3c(=O)n(-c4ccc(C)c(C)c4)c(-c4ccco4)nc32)cc1,50,-6%,-2%,2
O=C(c1cccc(F)c1)N1CCC[C@@]2(CCN(c3cccc(-c4ccccc4)c3)C2)C1,nt,-28%,-30%,nt
Cc1cccc(NC(=O)C2CCN(S(=O)(=O)c3cccc4nsnc34)CC2)n1,36,-9%,5%,-1
O=C(CN1CCN(CC(=O)Nc2ccccc2Cl)CC1)Nc1ccc2c(c1)OCCO2,-100*,-15%,-6%,0
CCOC(=O)C1=C(O)C(=O)N(c2ccc(S(N)(=O)=O)cc2)C1c1ccccc1 (stereo not given),47,-3%,3%,-17
CSC1=C(C#N)C(CC(C)C)C2=C(CCCC2=O)N1 (stereo not given),35,7%,-8%,-11
CC(=O)Nc1ccc(NC(=S)NC(=O)c2ccc([N+](=O)[O-])cc2)cc1,36,nt,-3%,nt
CNC(=S)NNC(=O)c1sccc1OCc1ccccc1,-14,-1%,0%,2
CC1CN(C(=O)CCN2C(=O)c3ccccc3C2=O)CC(C)O1 (stereo not given),?,nt,10%,-10
COC(=O)c1ccsc1NC(=O)CN1CCN(Cc2ccc3c(c2)OCO3)CC1,?,41%[activator],1%,8
CO[C@]1(NC(=O)CSCC#N)C(=O)N2C(C(=O)O)=C(CSc3nnnn3C)CS[C@H]21,nt,18%[25.6 µM],-3%[25.6 µM],?
COc1ccc(CCNC(=O)CSc2ncnc3c2oc2ccccc23)cc1OC,19,5%,-4%,-18
COC(=O)N1CCC2(CC1)CCN(c1cccc(-c3ccccc3)c1)CC2,nt,4%,-8%,nt
COc1ccc(S(=O)(=O)N2CCN(CC(=O)Nc3cccc(F)c3)CC2)cc1,-16,5%,-6%,7
COCCN1C(=O)c2ccccc2C(C(=O)NCCN(C)C)C1c1ccc(F)cc1 (stereo not given),-7,11%,-6%,?
Cc1ccc(Nc2n[nH]c(C)c2[N+](=O)[O-])cc1,58,nt,-1%,-6
Cc1ccc(-n2[nH]c(C)c(C=Nc3ccc4[nH]c(=O)[nH]c4c3)c2=O)cc1C,22,nt,0%,10
O=C(Nc1ccc(-c2nnc(-c3ccco3)o2)cc1)C(c1ccccc1)c1ccccc1,-22,-6%,-11%,-3
CC(C)(C)N(NC(=O)OCc1ccccc1)C(=O)c1ccccc1Cl,-17,nt,-4%,nt
CC(C)Cn1c(SCC#N)nc2ccccc2c1=O,7,0%,-6%,4
NS(=O)(=O)c1cccnc1Nc1c(Cl)cccc1Cl,-10,-4%,-1%,-1
Cc1ccc(S(=O)(=O)N/N=C\C=C\c2ccccc2)cc1,27,-6%,-14%,11
CCN(CC)C(=O)C1CCCN(c2ccc([N+](=O)[O-])cc2/C=N/NC(=O)c2ccccc2)C1 (stereo not given),7,nt,3%,nt
O=C(CC1CCCC1)NCCc1cn2ccccc2n1,?,4%,-3%,-4
COCCCNC(=O)C(=O)NC1CCCCCC1,18,nt,-1%,nt
Cn1c(=O)cc(N2CCCCC2)[nH]c1=O,17,nt,2%,-13
O=C(CCN1C(=O)c2ccccc2C1=O)Nc1ccc(S(=O)(=O)NC2=NCCCCC2)cc1,?,1%,-2%,-1
CCOC(=O)C1=C(N)OC2=C(C(=O)CC(C)(C)C2)C1c1ccccc1OCC#N (stereo not given),?,4%,-5%,-8
Cc1cc(NS(=O)(=O)c2ccc(NC(=O)C(CC(C)C)N3C(=O)c4ccccc4C3=O)cc2)nc(C)n1 (stereo not given),10,3%,-7%,1
CCN(CC)CC(=O)Nc1ccc(C)cc1Br,12,0%,0%,3
Cc1csc(NC(=O)C2CCCN(S(=O)(=O)c3ccc(Br)s3)C2)n1 (stereo not given),29,22%,-8%,7
Cc1cc(=O)n(CC=C(Cl)Cl)c2ccccc12,?,2%,-6%,1
C=CC[N+]1(CC#CCOC(c2ccccc2)c2ccccc2)CCOCC1,82,31%[activator],1%,17
O=C(NCc1ccco1)C(c1ccccc1)N(C(=O)Cc1cccs1)c1ccccc1 (stereo not given),9,nt,4%,7
COc1ccc(/C=N/Nc2nc(=O)[nH]nc2C)cc1[N+](=O)[O-],46,nt,4%,1
O=C(CSc1ncn[nH]1)Nc1ccccc1Sc1ccc(Cl)cc1,44,nt,4%,0

# The final 2 records of the section before open the next one:
SMILES,PNC assembly inh,15-hLO-2 inh,12-hLO inh,IMPase inh
COc1ccc(/C=N/Nc2nc(=O)[nH]nc2C)cc1[N+](=O)[O-],46,nt,4%,1
O=C(CSc1ncn[nH]1)Nc1ccccc1Sc1ccc(Cl)cc1,44,nt,4%,0
CCCOc1cccc(C2C(C(=O)c3ccco3)=C(O)C(=O)N2CCN(CC)CC)c1 (stereo not given),?,-2%,2%,-9
COC(=O)c1ccc(NC(=O)C(=O)N2CCN(C(=S)NCCc3ccccc3)CC2)cc1,-18,nt,-5%,-1
O=C(Nc1ccc2c(c1)CCC2)c1ccc(F)c(S(=O)(=O)N2CCOCC2)c1,-9,nt,-30%,nt
Cc1cc(NCCCn2ccnc2)n2nc(C)c(-c3ccccc3)c2n1,7,29%,-1%,3
NC(=O)C1CCN(C2CC(=O)N(c3ccc(F)c(Cl)c3)C2=O)CC1 (stereo not given),13,-21%,-4%,0
CCOc1ccc2nc3cc(N=Nc4ccc(N)nc4N)ccc3c(N)c2c1,nt,23%[11.4 µM],-1%[11.4 µM],nt
CC(=O)Oc1ccc2oc(=O)c3c(c2c1)CCCN3C(=O)CN1CCN(c2ncccn2)CC1,66,2%,-10%,0
COc1ccc(NC(=O)NC(C)c2ccncc2)cc1OC (stereo not given),-27,1%,-1%,6
CN(Cc1ccccc1)C(=O)COC(=O)c1ccccc1Nc1ccccc1,-20,nt,-5%,-1
N#Cc1c(-c2cccs2)cc(-c2ccccn2)nc1N,15,27%,-17%,0
Cc1ccccc1Nc1nc(N)nc(CSCC(=O)Nc2cccc(Br)c2)n1,5,nt,-3%,nt
CC(=O)c1cc2c(cc1NC(=O)c1cnc(C)cn1)OCO2,25,2%,-8%,-2
CCc1cc(=O)oc2cc(C)cc(O)c12,-4,-15%,-8%,?
Cc1cccc(C)c1NC(=O)C1c2ccccc2Oc2ccccc21,44,nt,-3%,nt
C/C(N)=C(/C#N)C(=O)CSc1nnc(COc2ccccc2Cl)o1,10,1%,4%,2
OC(CN1C2=NCCN2c2ccccc21)c1ccccc1 (stereo not given),42,-17%,-5%,-1
CCOc1ccc2ccccc2c1/C=N/NC(=O)CNC(=O)C(c1ccccc1)c1ccccc1,-2,nt,-1%,0
CCCCn1c(SCC(N)=O)nnc1-c1cc(OC)c(OC)c(OC)c1,33,1%,3%,3
CCCOP(=O)(OCCC)c1nc(-c2ccccc2)oc1NCc1ccccc1,?,nt,-16%,nt
CN1c2ccccc2C(O)=C(C(=S)Nc2ccc(F)c(Cl)c2)S1(=O)=O,?,5%[11.4 µM],-1%,-6[1.84 µM]
O=S(=O)(Nc1cc(Cl)ccn1)c1ccc(Cl)cc1,7,1%,2%,6
Cc1cc(Oc2ccccc2)nc(SCC(=O)Nc2ccccc2)n1,?,-3%,8%,0
Cc1[nH]c2ccccc2c1C(=O)CSc1nc2ccccc2[nH]1,?,32%[activator],-4%,12
Cc1nnc(OCC(=O)NCCC2=CCCCC2)c2ccccc12,-3,-3%,8%,-6
Cc1ccc(C(C#N)c2ccc3c(C(F)(F)F)cc(C(F)(F)F)nc3n2)cc1 (stereo not given),-24,-28%,-5%,9
O=C(c1cc2nc(-c3ccco3)cc(C(F)(F)F)n2n1)N1CCN(c2ccc(F)cc2)CC1,19,-7%,3%,-1
COc1ccc(NS(=O)(=O)c2ccc(NC(=S)NC(=O)C(C)C)cc2)cc1,36,nt,?,-1
O=C(CN1CC(=O)Oc2ccccc21)NCc1ccco1,-20,1%,-29%,9
O=C(Nc1ccccc1C(=O)N1CCNCC1)c1ccco1,-19,nt,-3%,3[0.0738 µM]
c1ccc(C(Cc2nc(-c3ccncc3)no2)c2ccccc2)cc1,38,24%,-8%,1
Ic1ccc(N2CCN(Cc3c[nH]c4ncccc34)CC2)cc1,nt,35%[activator],8%,4
C/C(CC(=O)Nc1ccc(C)c(Cl)c1)=N\NC(=O)Cc1ccccc1,27,nt,-6%,nt
CCOC(=O)c1cccc(N2C(=O)c3ccccc3S2(=O)=O)c1,24,-2%,-5%,1
CCOC(=O)Nc1cc2c(cc1C(C)=O)OCO2,27,-2%,-3%,-5
CCN(CC)S(=O)(=O)c1cc(C(=O)OCC(=O)c2ccc3c(c2)NC(=O)CO3)ccc1F,-15,-4%,-1%,1
